# APE1 inh = blocks human APE1 abasic DNA cleavage. Potency, µM (top dose mostly 65.8 µM), for the others: at the top dose activity change, negative = inhibition, usual class: inhibitors. P27695. recombinant APE1, TAMRA/BHQ-2 abasic DNA cleavage fluorescence. actives 0.35% (n = 350,000);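 also: potency is read from the fitted curve at half-maximal effect; plate controls were vehicle for no effect and reference inhibitor for full effect; nearly all actives have a fitted effect of over 55% in size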
#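 Measures dequenching upon AP-site incision of a 5'-TAMRA/3'-BHQ-2 THF-containing duplex, 50 nM; human APE1 0.75 nM after 15 min room-temperature exposure to compound; kinetic three-point read at one-minute spacing.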
# POLB inh = DNA polymerase beta (human) inhibition; Potency, µM (titrated, usually from 114 µM), without a hit: at the highest dose activity change, negative = inhibition, most hits filed as inhibitors; Pol beta primer extension/strand displacement, fluorescence kinetic; actives 1.3% (n = 340,000); P06746; also: potency is read from the fitted curve at half-maximal effect; % is scaled to controls: 0 for no effect and ±100 for the full control effect
#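 Curves were derived by four-parameter Hill fits of normalized qHTS data. The kinetic fluorescent primer-extension read was taken at 0 and 10 min after 50 nM substrate, following a 15 min room-temperature preincubation of 10 nM enzyme with compounds.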
# Anesthetic bind = binds horse apoferritin like a general anesthetic. actives 0.074% (n = 350,000). apoferritin/1-aminoanthracene competitive binding, fluorescence. Potency, µM (highest dose often 77.5 µM), without a hit: at the top dose activity change, negative = displacement, hits mostly inhibitors. AID 485281; also: potency is read from the fitted curve at half-maximal effect; % is scaled to controls: 0 for no effect and ±100 for the full control effect; nearly all actives have a fitted effect of over 20% in size
# Target sequence (P02791 2-175 limits assumed): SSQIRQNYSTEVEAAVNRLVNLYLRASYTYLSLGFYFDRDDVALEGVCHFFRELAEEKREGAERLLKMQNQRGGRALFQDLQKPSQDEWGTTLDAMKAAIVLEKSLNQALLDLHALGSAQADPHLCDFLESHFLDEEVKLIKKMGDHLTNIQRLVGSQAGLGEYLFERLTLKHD
#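 Read-out: endpoint 1-AMA fluorescence, excitation 380 nm and emission 535 nm, after compounds sit 10 min at room temperature with 10 uM horse-spleen apoferritin in 50% saturated 1-AMA/PBS. Values come from four-parameter Hill fits.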
# TRHR agonist = TRH receptor (human) agonism. P34981. activation, % at 2 µM. AID 493084. TRHR cells, calcium flux fluo-8, FDSS agonist mode. actives 0.18% (n = 360,000); in the data active = activation above about 30%; also: 0% is about no effect
#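 TRHR-expressing cells loaded with fluo-8 calcium dye; 23 nL library compound pin-transferred, kinetic FDSS fluorescence (Ex 480/Em 530) recorded about 180 s for agonist-induced calcium release, before a 10 nM TRH EC20 addition for potentiator mode.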
# POLK inh = blocks human DNA polymerase kappa activity; Potency, µM (highest dose often 107 µM), for inactives: at the top dose activity, negative = inhibition, actives largely listed as inhibitors; actives 0.53% (n = 400,000); purified Pol kappa, fluorescent DNA synthesis assay, 10 min; AID 588579; Q9UBT6; also: potency is read from the fitted curve at half-maximal effect; % is scaled to controls: 0 for no effect and ±100 for the full control effect
# Target sequence (Q9UBT6 whole entry, looked up): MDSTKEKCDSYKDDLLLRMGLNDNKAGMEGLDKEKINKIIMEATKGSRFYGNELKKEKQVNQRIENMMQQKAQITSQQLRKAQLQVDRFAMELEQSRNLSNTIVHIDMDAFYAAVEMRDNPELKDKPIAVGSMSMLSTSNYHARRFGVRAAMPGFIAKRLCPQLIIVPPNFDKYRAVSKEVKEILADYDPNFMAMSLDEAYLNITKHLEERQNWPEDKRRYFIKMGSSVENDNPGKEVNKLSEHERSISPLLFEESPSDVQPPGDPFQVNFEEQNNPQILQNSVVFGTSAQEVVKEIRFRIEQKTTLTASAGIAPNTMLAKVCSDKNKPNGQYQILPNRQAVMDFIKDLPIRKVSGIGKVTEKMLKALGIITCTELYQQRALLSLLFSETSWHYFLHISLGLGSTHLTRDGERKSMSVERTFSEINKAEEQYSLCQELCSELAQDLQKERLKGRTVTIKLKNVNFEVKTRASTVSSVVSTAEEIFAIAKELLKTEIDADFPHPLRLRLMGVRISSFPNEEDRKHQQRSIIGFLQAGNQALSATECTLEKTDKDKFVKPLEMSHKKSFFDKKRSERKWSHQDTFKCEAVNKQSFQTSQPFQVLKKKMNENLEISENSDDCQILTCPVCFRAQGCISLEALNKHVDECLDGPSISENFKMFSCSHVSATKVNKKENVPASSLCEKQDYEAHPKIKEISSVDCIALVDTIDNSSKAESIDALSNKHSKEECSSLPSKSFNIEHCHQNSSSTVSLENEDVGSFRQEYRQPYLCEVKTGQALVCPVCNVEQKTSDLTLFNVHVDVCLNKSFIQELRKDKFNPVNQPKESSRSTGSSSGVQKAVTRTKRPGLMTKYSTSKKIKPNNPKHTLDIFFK
#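 Enzyme at 10 nM met test compounds for 15 min at room temperature. Substrate addition (50 nM final) began the reaction, which was monitored by fluorescence at 0 and 10 min.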
# POLI inh = blocks human DNA polymerase iota activity. Q9UNA4. Pol iota fluorescent replication assay, 10 min. Potency, µM (series often up to 115 µM), for the others: top-dose activity, negative = inhibition, actives largely listed as inhibitors. actives 1% (n = 390,000). AID 588590; also: potency is read from the fitted curve at half-maximal effect
#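 Pol iota at 10 nM preincubated 15 min with compounds at room temperature; reaction started with fluorescent substrate, 50 nM final. Fluorescence read kinetically at 0 and 10 min; buffer-only wells as negative control.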
# BLM inh = blocks DNA unwinding by human BLM helicase. P54132. recombinant BLM DNA unwinding, fluorescence dequenching. Potency, µM (highest dose often 56.1 µM), inactives show at the highest dose activity change, negative = inhibition, most hits filed as inhibitors. actives 0.2% (n = 350,000). AID 2528;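 also: potency is read from the fitted curve at half-maximal effect; plate controls were vehicle for no effect and no enzyme for full effect; nearly all actives have a fitted effect of over 35% in size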
# ERG-DNA inh = inhibitors of human ERG Ets domain-DNA interaction; P11308; fluorescence polarization, His-ERG Ets domain / labelled DNA; Potency, µM (top dose mostly 76.9 µM), without a hit: at the top dose FP activity, negative = inhibition, usual class: inhibitors; actives 0.028% (n = 370,000); AID 624246; active = well fitted inhibition curve with a large enough effect in the polarisation, with a control signal flat; inconclusive = small, poorly fitted or top-dose-only effect, or effect the other way, or a change in a side signal; inactive = no such curve, though single readings can be large or run the other way; the % refers to the polarisation;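 also: polarization taken with two DNA probes labelled with fluorescein and Texas red; potency is read from the fitted curve at half-maximal effect; % of control where 0% means no effect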
#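 His-tagged ERG Ets domain (1 uM in the protein solution; 300mM KCl, 50mM Tris-HCl, 1mM EDTA, 1mM DTT, pH 7.5) received compound, then a probe mix of 5 nM fluorescein-DNA and 100nM Texas-615-DNA. Fluorescence polarization was read for both dyes.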
# 12-LOX inh = ALOX12 (human) lipoxygenase inhibition. purified 12hLO, xylenol orange hydroperoxide absorbance. Potency, µM (highest dose often 108 µM), for the others: top-dose activity change, negative = inhibition, actives largely listed as inhibitors. actives 1.1% (n = 580,000); also: potency is read from the fitted curve at half-maximal effect; % is scaled to controls: 0 for no effect and ±100 for the full control effect
#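 Purified human 12hLO at 150 nM in 25 mM Hepes, 0.01% Triton X-100, pH 7.0, preincubated 15 min at room temperature with compound. Reaction started with 40 uM arachidonic acid, 30 min at room temperature. Hydroperoxide measured by Fe-xylenol orange, 573/405 nm absorbance ratio.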
# Active calls of the source: *; i = inactive; ? = inconclusive; · = no result given; & = joins results of further samples; [ ] = remark or other dose. Unless noted, calls follow the shape of the dose curve; as a rule, active = well fitted curve in the direction sought with a large enough effect; inconclusive = small, poorly fitted or top-dose-only effect, or another doubt; inactive = no such curve, though single readings can be large; an effect the other way counts as inactive or inconclusive. Only part of the results is shown; the hit share may differ from the screen's.
SMILES,APE1 inh,POLB inh,Anesthetic bind,TRHR agonist,POLK inh,POLI inh,BLM inh,ERG-DNA inh,12-LOX inh
O=C(NCc1ccc(Cl)cc1)C(=O)NCC1OCCN1S(=O)(=O)c1cccs1 (configuration not stated),-3%,-26%,-21%,-0.5,2%,-11%,-4%,-2%,21%
Cc1noc(C)c1C(=O)OCC(=O)c1c[nH]c2ccccc12,-1%,-1%,-19%,1.4,-6%,25%,-4%,-5%,-7%&-16%
CCOc1cc(/C=C2\SC(=NC)N(C)C2=O)c(Br)cc1OC(C)=O,40%,1%,-9%,-0.3,7%,-12%,-6%,9%,27%
COc1cccc(CNC(=O)CCN2C(=S)NC(C)(C)CC2C)c1 (configuration not stated),2%,9%,-6%,0.1,-6%,?,-10%,6%,?
O=C(CN1C(=O)COc2ccccc21)c1ccc(Cl)cc1,10%,6%,?,-0.7,-10%,15%,-4%,5%,0%
C=C1C(C(=O)Nc2ccccc2)C1C(=O)Nc1ccccc1 (configuration not stated),-4%,1%,4%,-0.3,-4%,0%,-3%,5%,13%
CC(C)(C)c1ccc(C(=O)n2cnc3ccccc32)cc1,1%,19%,-4%,0.0,-4%,?,-1%,13%,-24%
COc1cccc2cc(C(=O)N3CCCc4ccccc43)oc12,2%,4%,-5%,-1.4,-5%,17%,-6%,3%,453%[activator]
CCCSc1nnc(NC(=O)c2cc(=O)c3ccccc3o2)s1,·,5%,3%,0.0,-13%,5%,-1%,15%,13%&-3%
O=C(C1CCN(S(=O)(=O)N2CCOCC2)CC1)N1CCOCC1,15%,35%,-10%,0.3,-7%,31%[activator],-2%,4%,0%
CCc1nc2ccccc2c(=O)n1/N=C/c1ccc(Cl)cc1,·,·,·,·,-6%,-5%,·,-9%,0%
CN(C)C(CN1C(=O)C2CC=CCC2C1=O)c1cn(C)c2ccccc12 (configuration not stated),-5%,14%,-12%,-0.1,-12%,16%,-3%,4%,-9%
CCOc1cc([N+](=O)[O-])c2nc(N)sc2c1,-1%,-2%,-16%,0.3,-12%,17%,-3%,3%,8%
CC(=O)Nc1ccc(NC(=O)CC(c2ccccc2)c2ccccc2)cc1,-14%,23%,6%,-0.3,-5%,129%[activator],2%,-22%,?
COc1cc(OC)cc(C(=O)N2CCC(N3CCN(c4ccccc4)CC3)CC2)c1,2%,-29%,3%,-1.4,-8%,-9%,-1%,-4%,?
CN1CCCC(OC(=O)CCCCC(=O)OC2CCCN(C)C2)C1 (configuration not stated),-1%,3%,-15%,0.8,-15%,9%,-2%,7%,10%
Cc1ccc(S(=O)(=O)NC(=O)NC(C)c2ccc(F)cc2)cc1 (configuration not stated),11%,-30%,7%,0.0,-6%,-13%,-2%,12%,18%
O=C(CN1C2CCCC1CC(NC(=O)c1ccccc1)C2)Nc1ccccc1 (configuration not stated),70%[activator],4%,-2%,-2.0,4%,44%[activator],-1%,-4%,-16%
COc1cc(OC)c(N(C)S(=O)(=O)c2cccc(C(=O)OCc3c(C)noc3C)c2)cc1Cl,-8%,10%,6%,-0.1,-6%,105%[activator],-10%,-3%,-1%
COc1cc(CNCCc2ccccc2)ccc1OCC(N)=O,1%,2%,-15%,0.8,-4%,24%,3%,-7%,-5%
CC1Cc2ccccc2N1C(=O)CN1C(=O)NC(C)(c2ccc3c(c2)OCCO3)C1=O (configuration not stated),0%,-1%,?,7.4,3%,16%,-5%,-9%,-10%
O=C(Nc1ccccc1F)c1ccc(Cn2cc(Cl)cn2)cc1,-2%,-1%,-16%,-0.6,4%,46%[activator],-11%,0%,-8%
CCOc1ccc2nc(SCC3CC3(Cl)Cl)[nH]c2c1 (configuration not stated),-4%,2%,-11%,-0.9,3%,109%[activator],-10%,-2%,?
COc1ccc(-c2noc(N3CCC(C(=O)Nc4ccccc4F)CC3)n2)cc1,13%,-7%,-14%,-0.5,0%,10%,-2%,-3%,4%
O=C(Cn1cc(C(=O)C(F)(F)F)c2ccccc21)N1CCOCC1,19%,39%,0%,0.4,-5%,37%[activator],-1%,-4%,-7%
# Further records follow:
SMILES,APE1 inh,POLB inh,Anesthetic bind,TRHR agonist,POLK inh,POLI inh,BLM inh,ERG-DNA inh,12-LOX inh
CCOC(=O)NCCOc1ccc(Oc2ccccc2)cc1,-2%,·,-2%,·,-2%[60.1 µM],·,-13%,·,·
Cc1ccccc1-n1c(C)nnc1SC(C)C(=O)NCC1CCCO1 (configuration not stated),16%,·,·,1.8,-23%,2%,·,-5%,3%
CN(C)c1cccc(C(=O)OCC(=O)Nc2nccs2)c1,-3%,23%,-6%,0.3,-15%,?,-13%,0%,15%
c1ccc2c(c1)OCC(c1csc3ncnc(N4CCCCC4)c13)O2 (configuration not stated),2%,?,-4%,-0.5,1%,20%,-9%,14%,1%
CSc1nnc(SCc2nc3sc(C(=O)O)c(C)c3c(=O)[nH]2)s1,25µM*,6.3µM*,9%,3.2,25µM*,4µM*,9%,-2%,-10%
Cc1ccc(N2CCN(S(=O)(=O)c3ccc(F)c(C(=O)Nc4ccc(Cl)cc4Cl)c3)CC2C)cc1 (configuration not stated),·,0%,-14%,0.4,-6%[60.1 µM],-5%,-5%,4%,-23%
Cc1ccc(Cl)cc1N1CCN(C(=O)C(C)n2ncn3cccc3c2=O)CC1 (configuration not stated),-10%,10%&1%,-23%&-5%,-0.4&-0.4,-17%&-10%,-10%&0%,-1%&-5%,-2%&-1%,32%&-9%[activator]
CS(=O)(=O)Nc1cccc(C2=NN(C(=O)CCCC(=O)O)C(c3cccs3)C2)c1 (configuration not stated),-14%,11%,1%,-1.4,0%,165%[activator],-1%,4%,0%
C=CCOc1ccc(CNn2cn[nH]c2=S)cc1OCC,2%,25%,-8%,1.3,-8%,-1%,0%,-3%,?
CCOc1ccc(CCNC(=O)C2CCC(CNS(=O)(=O)c3ccc(Cl)cc3)CC2)cc1OCC (configuration not stated),·,24%,-4%,-0.4,-12%[60.1 µM],-3%,0%,3%,-28%
O=C(O)C1C2CC(C(Br)C2Br)C1C(=O)O (configuration not stated),·,·,·,·,-5%,2%,·,-1%,1%
O=C(O)CCCC(=O)Nc1nc2n(n1)C(c1ccc(F)cc1)CC(c1ccc(Cl)cc1)N2 (configuration not stated),23%,-2%,-9%,0.8,-3%,2%,0%,-4%,-3%
CCN(C(=O)Cn1c(=O)n(-c2ccccc2)c(=O)c2ccc(C(=O)NCc3ccc4c(c3)OCO4)cc21)c1cccc(C)c1,·,-2%,?,1.3,-21%,1%,-7%,-2%,0%
Cc1ccc(C(C(=O)NC2CCCC2)N(C(=O)Cc2cccs2)c2cccc(C)c2C)o1 (configuration not stated),-2%,-10%,-6%,2.2,-7%,17%,1%,·,-1%
Cc1cc(C)cc(N(C(=O)c2csnn2)C(C(=O)NC2CCCCC2)c2ccccn2)c1 (configuration not stated),69%[activator],11%,-13%,2.9,2%,92%[activator],0%,0%,12%
CCC(=O)c1c(CC)c2n3c1CC[C@H]3CCC2,5%,·,·,-0.3,-4%,8%,·,3%,-1%
CCOc1ccc(CCNC(=O)CS(=O)(=O)Cc2nc(-c3ccccc3F)oc2C)cc1,15%,?,-4%,1.6,-8%,-20%,-5%,-17%,3%
CCN(CC)C(=O)CSc1nc2c(sc(=S)n2CC)c(=O)n1-c1ccccc1,1%,1%,?,0.4,-11%,-1%,-2%,-1%,-1%
O=C(CNS(=O)(=O)c1ccc(Cl)cc1)OCC(=O)N1CCCc2ccccc21,-5%,-1%[57.1 µM],-5%,-0.5,-18%,21%,0%,-2%,-25%
Cc1csc(=O)n1CCC(=O)OCC(=O)NNC(=O)c1ccc(Cl)cc1,3%,·,·,0.2,-15%,8%,·,1%,?
CCN1CCN(C(=O)N[C@H](C(=O)N[C@@H]2C(=O)N3[C@@H]2SC(C)(C)[C@@H]3C(=O)O)c2ccccc2)C(=O)C1=O,0%[21 µM],·,-4%[29.3 µM],·,-5%[12 µM],·,3%[21.4 µM],·,·
Cc1nc(CNS(=O)(=O)c2ccc3ccccc3c2)cs1,-3%,1%,5%,-0.8,-10%,-14%,1%,8%,?
CCC(CC)c1nnc(NC(=O)CN2C(=O)NC3(CCCC3)C2=O)s1,19%,13%,-7%,0.9,-10%,32%[activator],0%,2%,i
COc1cc(N2CCOCC2)ccc1C=C(C#N)C#N,1%,-2%,-9%,1.7,-10%,-19%,0%,11%,5%
CCc1ccc(CNC(=O)CN2C(=O)C3CCCCN3c3ccc(C(=O)N4CCCC4)cc32)cc1 (configuration not stated),·,9%,-6%,-0.9,-13%[60.1 µM],11%,3%,0%,-18%
Cc1ccc(SCCC(=O)OC(C(=O)NC(N)=O)C(C)C)cc1 (configuration not stated),-11%,-17%,?,-0.6,-7%,79%[activator],-1%,-1%,341%[activator]
NC(=O)C1(N2CCCCC2)CCN(C(=O)Nc2ccc(C(F)(F)F)cc2)CC1,·,-8%,-6%,0.2,0%,-9%,-1%,-14%,-1%
COc1ccc(C2N(c3cc(Cl)ccc3OC)C(=O)C3CCCN32)cc1OC (configuration not stated),-1%,6%,-10%,0.3,0%,39%[activator],4%,5%,140%[activator]

# Sorted by number of heavy atoms (ascending): three of the compounds above.
SMILES,APE1 inh,POLB inh,Anesthetic bind,TRHR agonist,POLK inh,POLI inh,BLM inh,ERG-DNA inh,12-LOX inh
CSc1nnc(SCc2nc3sc(C(=O)O)c(C)c3c(=O)[nH]2)s1,25µM*,6.3µM*,9%,3.2,25µM*,4µM*,9%,-2%,-10%
c1ccc2c(c1)OCC(c1csc3ncnc(N4CCCCC4)c13)O2 (configuration not stated),2%,?,-4%,-0.5,1%,20%,-9%,14%,1%
COc1ccc(C2N(c3cc(Cl)ccc3OC)C(=O)C3CCCN32)cc1OC (configuration not stated),-1%,6%,-10%,0.3,0%,39%[activator],4%,5%,140%[activator]
